Source: PubChem (several laboratories)
Wee1 degr inh = blocks degradation of human Wee1 kinase; HeLa Luc-Wee1K328M stability, luciferase luminescence; 100% = proteasome inhibitor MG132 effect; P30291; reporter increase, % at 5 µM; 220,000 tested, 1.2% active;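 active means activation above the mean of all tested compounds plus 3 SD, set per screening run, cut at about 8.8% in these data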;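 further: cells exposed to compound for 20 h before luminescence read; 0% = DMSO alone and 100% = MG132 at 30 µM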
PGE2 EP2 inh = inhibitors of human EP2 prostaglandin E2 receptor; AID 1422; C6 glioma cells expressing human EP2, cAMP TR-FRET; cells stimulated with saturating PGE2; inhibition, % at 25 µM; P43116; 260,000 tested, 0.52% active;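 active means percent inhibition above 40 after rounding to a whole number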;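 further: rat C6 glioma host cells with rolipram phosphodiesterase inhibitor present; the protocol text gives 20 µM as final concentration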
Target sequence (P43116 whole entry, looked up): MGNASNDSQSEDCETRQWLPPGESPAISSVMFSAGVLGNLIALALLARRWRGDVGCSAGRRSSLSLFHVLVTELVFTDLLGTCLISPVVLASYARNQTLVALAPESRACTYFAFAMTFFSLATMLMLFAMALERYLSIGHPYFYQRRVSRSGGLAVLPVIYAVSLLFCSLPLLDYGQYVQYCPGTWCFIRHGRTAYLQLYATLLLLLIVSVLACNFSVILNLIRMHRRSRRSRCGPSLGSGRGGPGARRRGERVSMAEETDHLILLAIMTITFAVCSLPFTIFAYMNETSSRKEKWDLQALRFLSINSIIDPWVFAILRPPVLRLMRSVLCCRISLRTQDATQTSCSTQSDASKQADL
PPC-1+TRAIL kill = compounds killing PPC-1 cancer cells with TRAIL present (potentiator screen, no TRAIL-free arm) | PPC-1 cells + TRAIL, ATPLite viability luminescence | cell killing (% activity), % at 4 µM | 220,000 tested, 0.41% active | AID 1443;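 active means cell killing above 50% in the first pass at 4 µM, then a duplicate retest at 5 µM averaging 50% or more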;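 further: plate controls were cells with TRAIL plus DMSO for no effect and medium-only wells lacking cells for full effect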
TNF death inh = inhibitors of TNF-alpha induced necroptosis in Jurkat FADD-/- cells; Jurkat FADD-/- TNF necroptosis rescue, ATP luminescence, 24 h; 0 = TNF only, 100 = no-TNF cells; activation (protection from cell death), % at 10 µM; 220,000 tested, 0.068% active;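 active means activation, meaning protection from cell death, of at least 50% relative to plate controls; inactive means activation below 50%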;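 further: necroptosis triggered by 40 ng/mL TNF-alpha added together with compound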
CHOP inh = CHOP inhibition in unfolded protein response; CHO-K1 CHOP-promoter luciferase, tunicamycin-induced, 15-18 h; inhibition, % at 10 µM; 220,000 tested, 3.8% active;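 active means compounds that reduced the stress-induced luciferase reporter signal by more than about 70% of percent inhibition, limit read from the data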;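 further: 0% = tunicamycin plus vehicle and 100% = wells without tunicamycin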
TbHK1 inh = blocks Trypanosoma brucei hexokinase 1 activity. inhibition, % at 10 µM. recombinant TbHK1, G6PDH-coupled NADH A340. 220,000 tested, 0.11% active. AID 1430;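 active means inhibition of 50% or more in the single-dose primary screen; inactive means inhibition below 50%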
FXIIa inh = inhibitors of human coagulation factor XIIa. P00748. purified FXIIa, Boc-QGR-AMC fluorogenic substrate, 2 h. inhibition, % at 5 µM. 220,000 tested, 0.3% active. AID 800; in the data active means inhibition above about 40%;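 further: 0% = enzyme with no compound and 100% = blank without enzyme; many of its hits are not listed in these tables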
Target sequence (P00748 20-372 limits assumed): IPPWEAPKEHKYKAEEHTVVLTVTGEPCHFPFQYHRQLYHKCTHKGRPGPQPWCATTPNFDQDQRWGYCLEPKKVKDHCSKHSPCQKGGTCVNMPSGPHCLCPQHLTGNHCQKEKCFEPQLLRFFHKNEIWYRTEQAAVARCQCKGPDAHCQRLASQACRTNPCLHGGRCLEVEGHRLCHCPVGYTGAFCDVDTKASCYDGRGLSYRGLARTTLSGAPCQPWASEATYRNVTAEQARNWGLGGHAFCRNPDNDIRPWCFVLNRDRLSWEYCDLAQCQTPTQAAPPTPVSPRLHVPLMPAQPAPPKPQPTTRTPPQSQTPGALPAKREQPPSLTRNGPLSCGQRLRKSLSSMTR
Target sequence (P00748 373-615 limits assumed): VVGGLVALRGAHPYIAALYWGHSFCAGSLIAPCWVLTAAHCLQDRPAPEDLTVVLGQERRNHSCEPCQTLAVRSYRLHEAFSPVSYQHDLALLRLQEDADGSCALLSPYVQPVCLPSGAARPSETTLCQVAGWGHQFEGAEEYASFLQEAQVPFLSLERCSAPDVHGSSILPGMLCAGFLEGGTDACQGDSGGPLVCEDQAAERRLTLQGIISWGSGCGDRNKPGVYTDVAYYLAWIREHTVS
zVAD death inh = L929 zVAD cell death inhibition | L929 zVAD necroptosis rescue, ATP luminescence, 24 h; with zVAD 60 µM | viability rescue, % at 10 µM | 220,000 tested, 0.38% active | AID 1377;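 active means activation, scaled between plate controls, above about 75%, limit read from the data; inactive means activation under that limit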;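 further: 0% = zVAD with DMSO and 100% = DMSO alone without zVAD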
FXIa inh = inhibitors of human coagulation factor XIa; purified FXIa, Boc-Glu-Ala-Arg-AMC fluorogenic substrate; 220,000 tested, 0.14% active; AID 798; inhibition, % at 5 µM; P03951;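 active means inhibition of at least 40%; inactive means inhibition below 40%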;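 further: fluorescence of freed AMC excited at 355 nm; 0% = enzyme without compound and 100% = no enzyme blank; many of its hits are not listed in these tables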
Active calls of the source: *; · = no result given; & = joins results of further samples. A portion of the library (hit frequency here may not be typical).

Order of results – Wee1 degr inh	PGE2 EP2 inh	PPC-1+TRAIL kill	TNF death inh	CHOP inh	TbHK1 inh	FXIIa inh	zVAD death inh	FXIa inh
(1) COc1cc(C(=O)N[C@H](C(=O)Nc2nnc(C3CC3)s2)C(C)C)cc(OC)c1OC
 : 1.1	9.5	22.1	3.0	-11.5	-8.1	4.2	1.0	4.0
(2) O=C(NCc1ccccn1)[C@@H]1C[C@H]1[C@@H](NP(=O)(c1ccccc1)c1ccccc1)c1ccccc1
 : -1.1	12.8	19.6	0.8	16.5	-2.1	7.0	0.9	-3.7
(3) Cc1onc(-c2ccccc2)c1C(=O)NNC(=S)NC(=O)/C=C/c1ccccc1
 : 1.0	5.5	23.6	3.3	30.0	-17.2	0.7	0.4	6.2
(4) COc1ccccc1C(=O)OCC(=O)Nc1ccc(OC(F)F)cc1
 : 2.3	1.4	10.3	-1.6	10.2	9.9	-0.1	0.6	0.6
(5) COc1cc(NC(=O)c2ccc(COc3ccccc3Br)o2)cc(OC)c1OC
 : 6.8	11.1	21.6	-1.4	13.4	-9.2	-18.9	1.7	-1.8
(6) Cn1c(=O)c(C(=O)Nc2ncccc2O)c(O)c2ccccc21
 : -1.8	10.0	11.3	-0.3	109.9*	-9.4	9.9	1.1	5.7
(7) C/C=C(\C)C(=O)Nc1cccc(C2=NOC3(C2)C[C@@H](C(N)=O)N(C(=O)c2cc([N+](=O)[O-])cc([N+](=O)[O-])c2C)C3)c1 (stereo partly specified)
 : ·	7.2	15.9	1.1	-3.2	-20.9	9.8	0.4	0.0
(8) Cn1c(C(=O)N2CCCC(C(=O)NCc3cccs3)C2)cc2sccc21 (stereo unspecified)
 : -1.1	5.6	14.2	-5.6	20.7	-1.1	24.6	0.3	15.8
(9) O=C(O)C1CC=CCC1C(=O)Nc1ccc(F)c(F)c1 (stereo unspecified)
 : 0.6	15.5	23.6	0.1	-9.2	3.8	19.5	-0.2	3.5
(10) COc1ccc(O[C@H]2C=C[C@@H](c3ccccc3)O[C@@H]2COC(=O)CC/C(C)=N/O[C@@H](C)c2cc(-c3c(C)cc(C)cc3C)no2)cc1
 : 0.6	·	-12.4	3.5	10.1	12.1	15.0	11.3	6.4
(11) O=c1c2ccccc2nnn1CSc1ccccc1
 : 0.9	8.1	32.5	14.0	32.7	-1.2	9.1	0.9	7.0
(12) COC(=O)C1=C(C)Nc2nc(-c3ccccc3)nn2C1c1ccc(C)o1 (stereo unspecified)
 : -1.2	8.1	1.3	-1.1	8.7	-4.0	12.8	-0.1	0.9
(13) Cc1cc(NC(=O)CSc2nnc(Cn3c(=O)sc4ccccc43)n2-c2ccccc2C)no1
 : 2.6	·	-16.7	2.2	17.1	-5.5	9.1	0.7	-8.2
(14) Cc1ccc(-n2c(=O)cc(N3CCc4ccccc4C3)[nH]c2=O)cc1
 : 2.3	4.6	-3.6	0.0	26.1	-1.9	15.9	0.4	6.2
(15) COc1ccc(Oc2ccc(NC(=O)c3ccccc3C)cc2)cc1
 : -0.6	3.6	19.8	-0.6	17.1	1.8	3.8	24.7	-5.9
(16) CCC(C)(C)n1nnnc1C(c1cc2cc(OC)ccc2[nH]c1=O)N1CCc2ccccc21 (stereo unspecified)
 : 4.4	3.1	26.9	-2.3	46.5	-11.0	-4.1	0.0	0.0
(17) Cc1scc(C(=O)N/N=C/c2ccc(Cl)s2)c1C
 : 0.0	6.1	27.8	0.0	16.0	-20.4	3.8	3.4	-0.9
(18) COc1cc(CC(NC(C)=O)C(=O)NC2CCN(C(=O)c3cc(OC)c(OC)c(OC)c3)CC2)cc(OC)c1 (stereo unspecified)
 : 1.0	11.3	·	1.2	-13.4	-2.0	4.4	1.9	-2.9
(19) Cc1nn(C(C)C(=O)N/N=C/c2ccc(N(C)C)cc2)c(C)c1[N+](=O)[O-] (stereo unspecified)
 : -0.5	6.9	-5.4	0.3	-1.4	-57.0	6.8	2.1	0.7
(20) Cc1cccc(C(=O)NC2CCCc3ccccc32)c1 (stereo unspecified)
 : -1.8	5.1	17.8	-0.5	4.8	-0.7	4.9	23.9	-3.2
(21) CCOC(=O)c1nnc2cc(-c3ccccc3)nn2c1C
 : 1.5	12.9	20.0	-3.9	16.1	-4.6	11.8	0.1	0.1
(22) CC(C)N1C(=O)CN(C2CCCCCC2)C(=O)C1c1ccccc1F (stereo unspecified)
 : -2.1	4.8	16.9	-1.2	-29.2	-1.2	-1.5	-0.3	14.6
(23) Cc1nn(-c2ccccc2)c(C)c1NC(=O)COc1ccc2ccccc2c1
 : -1.9	16.3	17.3	-8.6	-41.1	-7.8	3.7	-0.2	2.1
(24) CCOc1ccc(N=C(NC#N)SCC)cc1
 : -4.2	5.3	9.9	-1.0	-6.6	2.3	15.4	-0.1	7.1
(25) N#C/C(=C(/O)c1ccc([N+](=O)[O-])o1)c1nc2ccccc2[nH]1
 : 2.0	17.1	19.2	-20.0	-66.8	-33.1	7.0	-0.3	1.0
(26) Cc1ccc(S(=O)(=O)NC(CC(N)=O)C(=O)O)cc1 (stereo unspecified)
 : -1.3	9.3	11.5	-0.3	0.3	5.1	4.4	-0.4	-4.5
(27) CCOc1ccc(CCNC(=O)c2oc3c(c2C)-c2[nH]ncc2CC3)cc1OCC
 : 7.0	11.1	13.9	1.1	21.6	-6.1	12.8	14.6	0.5
(28) COc1ccc(C(CC(=O)O)NS(=O)(=O)c2ccc(C)cc2)cc1OC (stereo unspecified)
 : -1.5	11.2	-9.0	0.0	11.2	1.8	24.6	1.2	7.4
(29) Cc1ccc(C)c(Cc2c(C)nc3c(C(=O)NCc4ccc5c(c4)OCO5)cnn3c2C)c1
 : -1.0	·	-3.9	0.8	34.2	-0.8	15.2	0.1	25.8
(30) COC(=O)c1cn(NC(=O)Cc2ccc(OC)c(OC)c2)c(=O)c2ccccc12
 : -2.8	3.2	10.9	1.8	30.4	-4.1	6.8	0.1	-5.2
(31) FC(F)(F)c1ccncc1-c1nnc(C2CCCCC2)o1
 : 1.4	17.5	7.5	2.0	1.8	-3.6	7.9	1.2	1.0
(32) Cc1nn(-c2ccccc2)nc1C(=O)Nc1ccc2[nH]ncc2c1
 : -0.2	6.7	-6.2	-1.4	24.6	-9.2	5.3	0.0	1.7
(33) CC(=O)c1cccc(NC(=O)c2noc3c2CCc2ccccc2-3)c1
 : 0.0	7.2	19.1	-0.6	-27.7	-3.3	-1.8	0.9	3.5
(34) N/C(=N\OS(=O)(=O)c1ccc(Cl)cc1)c1ccccn1
 : -0.8	7.5	·	-0.9	-7.1	-12.1	0.9	0.9	-1.7
(35) O=C(COc1ccccc1)Nc1ccccc1Oc1ccccc1
 : 0.2	4.1	9.5	0.5	64.6	0.6	-4.7	0.1	0.3
(36) Cc1ccc(C(=O)CSc2nnc(-c3ccccc3N)n2C)cc1
 : 3.0	8.4	23.3	-2.8	-38.2	1.4	24.8	-0.2	15.9
(37) N#Cc1c(-c2cccnc2)cc(-c2ccccc2)nc1N
 : 2.2	5.4	17.5	-2.3	-2.6	-25.7	-16.8	-0.1	-12.7
(38) FC(F)(F)c1ccc(Nc2nnnc3ccccc23)cc1
 : -1.3	5.1	7.2	0.1	-33.0	-5.3	0.0	8.8	-4.9
(39) C=CCN(CC=C)S(=O)(=O)c1ncn[nH]1
 : -3.9	10.9	8.9	-0.4	7.2	-17.6	5.0	-0.3	2.1
(40) CC(NC(=O)/C(C#N)=C/c1cccs1)c1ccccc1 (stereo unspecified)
 : 2.5	6.7	2.9	3.6	-18.2	-24.8	7.2	5.7	2.2
(41) CC1CCCC(NC(=O)COC(=O)c2ccccc2Sc2ccccc2C#N)C1C (stereo unspecified)
 : 0.2	12.0	10.8	2.1	5.0	-1.1	11.6	-1.0	4.2
(42) COc1ccc(C(CC(=O)c2ccccc2)C2CCCCC2=O)cc1 (stereo unspecified)
 : 1.6	·	-4.5	-1.6	57.6	0.9	15.7	-0.8	3.3
(43) Cc1ccc(NC(=O)CN2CCC(NC(=O)C3CCCCC3)CC2)c(Br)c1
 : -2.0	16.4&9.4	23.3	0.2	31.3	23.3	17.4	1.2	5.0
(44) Cc1cc(NCCO)nc(-n2nc(C)cc2C)n1
 : 1.4	19.6	13.3	-0.5	-10.2	1.4	9.2	0.2	-1.2
(45) CCOC(=O)C(NC(C)=O)(Nc1cccc(F)c1)C(F)(F)F (stereo unspecified)
 : -0.7	10.5	-10.4	-2.5	-14.0	4.5	-5.7	-0.5	-5.0
(46) Cc1cnc(NC(=O)CSc2nc3ccccc3s2)s1
 : -1.0	6.0	4.3	-0.7	12.9	-0.2	18.2	0.4	6.5
(47) CCOC(=O)/C(C(N)=NC)=C(\O)c1ccccc1
 : -3.7	11.1	-25.8	0.0	3.9	3.4	3.8	1.4	-5.3
(48) O=C(NNC(=O)c1ccccc1[N+](=O)[O-])c1cccs1
 : -1.8	2.1	8.8	0.3	6.3	-12.4	5.6	-0.2	-2.1
(49) COc1ccccc1C(=O)N1CCCC1(C#N)c1ccccc1 (stereo unspecified)
 : 5.2	2.2	-3.8	0.1	-0.2	1.3	10.6	0.5	2.3
(50) CN(C)[C@@H]1C(=O)C(C(N)=O)=C(O)[C@@]2(O)C(=O)C3=C(O)c4c(O)ccc(Cl)c4[C@@H](O)[C@H]3C[C@@H]12
 : 1.4	12.2&15.5&11.0	37.9	-6.2	11.0&2.6	-13.9	9.5	1.3	9.2
(51) COc1ccc(N2C(=O)[C@@H]3Cc4ccccc4CN3C2=O)cc1
 : -3.0	10.1	-2.7	-1.4	31.8	2.6	2.4	0.1	-0.3
(52) c1ccc(-n2c(-c3ccncc3)nnc2N2CCOCC2)cc1
 : 0.7	10.4	-10.7	-0.6	-14.6	1.4	15.1	0.8	-2.0

Taken from above:
Cc1scc(C(=O)N/N=C/c2ccc(Cl)s2)c1C | PGE2 EP2 inh: 6.1
c1ccc(-n2c(-c3ccncc3)nnc2N2CCOCC2)cc1 | PPC-1+TRAIL kill: -10.7
CC(=O)c1cccc(NC(=O)c2noc3c2CCc2ccccc2-3)c1 | zVAD death inh: 0.9
